# Bioassay records as filed in PubChem BioAssay.
# HP1b binding inh: inhibitors of HP1-beta chromodomain binding to methylated histone tails. P83916. AlphaScreen HP1-beta / biotin-H3K9me3 peptide binding. Potency, µM (titrated, usually from 114 µM), for the others: top-dose activity change, negative = inhibition, hits mostly inhibitors. 390,000 compounds, 0.56% hits; also: potency is read from the fitted curve at half-maximal effect; nearly all actives have a fitted effect of over 70% in size; inactives centre near 23
#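 HP1-beta protein (50 nM final) preincubated 30 min at room temperature with biotinylated H3(1-18)K9me3 peptide (50 nM) in PBS pH 7.4, 0.01% Tween-20, then compound added for 30 min. AlphaScreen streptavidin donor/nickel chelate acceptor beads (10 ug/mL final), 30 min dark, luminescence read.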
# GLS inh: blocks human kidney-isoform glutaminase activity; GLS enzymatic activity, qHTS titration; 410,000 compounds, 0.21% hits; O94925; Potency, µM (titrated, usually from 45.5 µM), for the others: at the highest dose activity change, negative = inhibition, most hits filed as inhibitors; also: potency is read from the fitted curve at half-maximal effect; % is scaled to controls: 0 for no effect and ±100 for the full control effect
#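 hKGA; 45 mM KH2PO4 pH 8.2 + 0.02% Tween-20; cpd via pin tool; 1 mM Gln soln; GluOx/HRP/Amplex Red; RT 30 min; fluor. t0 & final.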
# BAZ2B block: inhibitors of human BAZ2B bromodomain | Q9UIF8 | AlphaScreen BAZ2B-H3K14Ac peptide displacement | Potency, µM (top dose mostly 114 µM), for inactives: at the top dose activity change, negative = inhibition, usual class: inhibitors | 360,000 compounds, 4.4% hits | AID 504333; also: potency is read from the fitted curve at half-maximal effect; % is scaled to controls: 0 for no effect and ±100 for the full control effect; nearly all actives have a fitted effect of over 60% in size
# Target sequence (Q9UIF8 whole entry, looked up): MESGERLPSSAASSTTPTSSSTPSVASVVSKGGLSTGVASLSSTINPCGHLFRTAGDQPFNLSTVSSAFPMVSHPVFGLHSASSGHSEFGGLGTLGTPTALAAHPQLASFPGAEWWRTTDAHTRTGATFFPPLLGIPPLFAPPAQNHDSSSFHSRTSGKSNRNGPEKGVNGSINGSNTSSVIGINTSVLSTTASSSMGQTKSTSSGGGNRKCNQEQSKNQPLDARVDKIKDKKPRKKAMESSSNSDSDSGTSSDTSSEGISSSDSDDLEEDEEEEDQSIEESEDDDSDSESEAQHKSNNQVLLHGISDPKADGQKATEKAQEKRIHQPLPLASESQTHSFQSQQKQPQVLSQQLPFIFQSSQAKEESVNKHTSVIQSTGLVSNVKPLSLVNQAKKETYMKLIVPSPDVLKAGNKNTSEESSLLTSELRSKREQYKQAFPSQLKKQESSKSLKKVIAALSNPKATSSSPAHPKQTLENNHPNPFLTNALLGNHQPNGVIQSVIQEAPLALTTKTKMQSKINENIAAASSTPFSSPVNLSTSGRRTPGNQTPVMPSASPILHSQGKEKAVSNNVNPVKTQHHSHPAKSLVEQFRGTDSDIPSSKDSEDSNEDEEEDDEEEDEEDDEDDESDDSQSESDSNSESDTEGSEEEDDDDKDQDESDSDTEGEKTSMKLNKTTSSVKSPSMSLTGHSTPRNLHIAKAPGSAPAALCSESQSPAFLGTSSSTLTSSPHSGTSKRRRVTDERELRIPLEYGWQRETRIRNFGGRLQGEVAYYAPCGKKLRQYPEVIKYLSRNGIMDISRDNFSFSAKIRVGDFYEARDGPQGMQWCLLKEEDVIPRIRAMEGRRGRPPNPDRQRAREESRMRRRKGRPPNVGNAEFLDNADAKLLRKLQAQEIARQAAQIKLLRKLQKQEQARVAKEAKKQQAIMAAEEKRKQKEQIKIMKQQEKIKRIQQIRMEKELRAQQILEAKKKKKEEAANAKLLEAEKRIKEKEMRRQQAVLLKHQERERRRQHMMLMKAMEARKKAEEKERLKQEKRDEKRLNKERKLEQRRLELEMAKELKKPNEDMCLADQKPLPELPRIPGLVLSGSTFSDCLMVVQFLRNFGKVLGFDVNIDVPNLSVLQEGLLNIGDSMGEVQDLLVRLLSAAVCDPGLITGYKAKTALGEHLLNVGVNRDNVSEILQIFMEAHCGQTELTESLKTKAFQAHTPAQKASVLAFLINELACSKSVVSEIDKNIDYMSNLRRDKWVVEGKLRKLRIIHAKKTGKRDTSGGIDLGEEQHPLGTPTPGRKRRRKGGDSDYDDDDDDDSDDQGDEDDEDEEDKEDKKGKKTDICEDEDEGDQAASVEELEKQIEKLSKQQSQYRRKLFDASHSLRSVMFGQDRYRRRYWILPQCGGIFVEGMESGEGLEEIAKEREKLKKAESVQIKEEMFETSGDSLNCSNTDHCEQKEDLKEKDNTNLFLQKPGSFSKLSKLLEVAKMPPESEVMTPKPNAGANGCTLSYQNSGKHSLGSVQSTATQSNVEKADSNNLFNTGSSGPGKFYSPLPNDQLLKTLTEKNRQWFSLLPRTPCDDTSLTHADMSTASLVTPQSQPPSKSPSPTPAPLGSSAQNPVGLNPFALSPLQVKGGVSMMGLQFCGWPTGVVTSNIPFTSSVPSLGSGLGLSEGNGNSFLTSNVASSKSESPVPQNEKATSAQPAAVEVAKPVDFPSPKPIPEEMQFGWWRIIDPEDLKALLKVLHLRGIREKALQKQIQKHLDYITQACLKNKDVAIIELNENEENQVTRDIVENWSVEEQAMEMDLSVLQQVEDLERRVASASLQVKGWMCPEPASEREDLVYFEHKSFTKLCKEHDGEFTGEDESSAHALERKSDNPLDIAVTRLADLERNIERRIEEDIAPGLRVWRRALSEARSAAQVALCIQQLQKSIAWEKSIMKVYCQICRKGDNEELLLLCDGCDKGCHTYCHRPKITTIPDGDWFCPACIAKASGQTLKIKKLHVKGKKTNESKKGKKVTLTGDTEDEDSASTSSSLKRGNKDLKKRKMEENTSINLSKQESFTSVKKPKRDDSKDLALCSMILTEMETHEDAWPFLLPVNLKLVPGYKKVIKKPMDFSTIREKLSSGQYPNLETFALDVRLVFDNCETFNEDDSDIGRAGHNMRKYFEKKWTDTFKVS
#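 BAZ2B 50 nM plus b-H3(5-23)K14Ac 50 nM, PBS pH 7.4/0.01% Tween-20, 30 min RT; compound added (max 110 uM), 30 min RT; streptavidin donor/Ni-chelate acceptor beads 10 ug/mL final, 20 min dark; AlphaScreen read.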
# ERG-DNA inh: ERG Ets/DNA interaction inhibition. P11308. fluorescence polarization, His-ERG Ets domain / labelled DNA. Potency, µM (highest dose often 76.9 µM), for the others: at the highest dose FP activity, negative = inhibition, actives largely listed as inhibitors. 370,000 compounds, 0.028% hits. AID 624246; active = well fitted inhibition curve with a large enough effect in the polarisation, with a control signal flat; inconclusive = small, poorly fitted or top-dose-only effect, or effect the other way, or a change in a side signal; inactive = no such curve, though single readings can be large or run the other way; the % refers to the polarisation;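 also: polarization taken with two DNA probes labelled with fluorescein and Texas red; potency is read from the fitted curve at half-maximal effect; % of control where 0% means no effect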
#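 His-tagged ERG Ets domain (1 uM in the protein solution; 300mM KCl, 50mM Tris-HCl, 1mM EDTA, 1mM DTT, pH 7.5) received compound, then a probe mix of 5 nM fluorescein-DNA and 100nM Texas-615-DNA. Fluorescence polarization was read for both dyes.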
# G9a inh: inhibitors of human histone lysine methyltransferase G9a; Q96KQ7; G9a H3K9 monomethylation, AlphaScreen, 2 h; Potency, µM (doses to about 102 µM), without a hit: at the top dose activity, negative = inhibition, hits mostly inhibitors; 350,000 compounds, 8.8% hits; also: potency is read from the fitted curve at half-maximal effect; % is scaled to controls: 0 for no effect and ±100 for the full control effect; nearly all actives have a fitted effect of over 75% in size
#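 Step 1: enzyme (final 20 nM) with compound, 15 min RT. Step 2: substrate peptide 500 nM and SAM 20 uM, 2 h RT. Step 3: anti-H3K9me1 antibody and AlphaScreen beads, 10 min, then plate read.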
# Pin1 inh: human Pin1 inhibition; AID 504891; Potency, µM (top dose mostly 115 µM), without a hit: top-dose activity, negative = inhibition, most hits filed as inhibitors; 390,000 compounds, 0.009% hits; Pin1 FP peptide displacement, HiFluor488, 10 min; active = well fitted inhibition curve with a large enough effect in the polarisation, with a control signal flat, not every such curve was filed as active; inconclusive = small, poorly fitted or top-dose-only effect, or effect the other way, or a change in a side signal; inactive = no such curve, though single readings can be large or run the other way; the % refers to the polarisation; also: potency is read from the fitted curve at half-maximal effect; % is scaled to controls: 0 for no effect and ±100 for the full control effect
# PGK inhibitor: inhibitors of T. brucei phosphoglycerate kinase. PGK/GAPDH coupled, Kinase-Glo luminescence, 60 min. AID 602233. P07378. Potency, µM (series often up to 57.5 µM), without a hit: top-dose activity change, negative = inhibition, usual class: inhibitors. 380,000 compounds, 0.043% hits; also: potency is read from the fitted curve at half-maximal effect; % is scaled to controls: 0 for no effect and ±100 for the full control effect; nearly all actives have a fitted effect of over 60% in size
#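 Recombinant glycosomal PGK reaction used 1,3-bisphosphoglycerate generated in-well by GAPDH (100nM final) in 100mM TEA pH 7.6, 5mM MgCl2, 0.01% Tween-20. After 60 minutes at room temperature, ATP was read by Kinase-Glo Plus luminescence end-point.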
# JMJD2A Tudor: inhibitors of human JMJD2A Tudor domain; O75164; AlphaScreen JMJD2A-Tudor / H3K4me3 peptide binding; Potency, µM (doses to about 114 µM), inactives show at the top dose activity change, negative = inhibition, usual class: inhibitors; 390,000 compounds, 4.4% hits; AID 504339; also: potency is read from the fitted curve at half-maximal effect; % is scaled to controls: 0 for no effect and ±100 for the full control effect; nearly all actives have a fitted effect of over 50% in size
# PI4K2A block: blocks human PI4K2A kinase activity; activity change, negative = inhibition, % at 76.9 µM; purified PI4K2A, ADP-Glo luminescence, 1 h; hits give low values; 420,000 compounds, 0.13% hits; in the data active = activity change below about -50%; inconclusive = mostly about -30% to -49%;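 also: -100% = wells without enzyme as full effect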
#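 In this quantitative HTS, ADP production by PI4K2A was quantified luminescently after 1 h at ambient temperature; 100 microM adenosine served as plate-quality control.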
# Starred values were filed as active, the others as inactive; i = inactive; ? = inconclusive; nt = no result given; [ ] = another dose, or the depositor's remark. Unless noted, calls follow the shape of the dose curve; as a rule, active = well fitted curve in the direction sought with a large enough effect; inconclusive = small, poorly fitted or top-dose-only effect, or another doubt; inactive = no such curve, though single readings can be large; an effect the other way counts as inactive or inconclusive. This is a random part of the collection, and some 11% of all compounds hit somewhere here.
# Sequence of screens – HP1b binding inh	GLS inh	BAZ2B block	ERG-DNA inh	G9a inh	Pin1 inh	PGK inhibitor	JMJD2A Tudor	PI4K2A block
1) CCCNC(=O)C1CCN(c2cc(-c3ccccc3)nc3ncnn23)CC1
    36%	-2%	-8%	-5%	-10%[12.7 µM]	2%	14%	-1%	-1
2) CC1CC(C)CN(c2nc3c(c(=O)n(C)c(=O)n3C)n2CCSc2ncccn2)C1 (stereo unspecified)
    62%[activator]	-2%	6%	1%	8%	-6%	-3%	-8%	1
3) C=CCNC(=O)/C(=C\C=C\c1ccccc1)NC(=O)c1ccc(OCCCC)cc1
    5%	3%	-31%	2%	-1%	54%[activator]	4%	-24%	-3
4) Cc1cc(C)cc(NC(=O)Nc2ccc3c(c2)CCC3)c1
    20%	-1%	0%	3%	0%	1%	6%	-8%	-3
5) CCOC(=O)/C(=C\c1ccc(OC(F)F)cc1)C1=Nn2c(nnc2-c2ccc(Cl)cc2)SC1
    ?	1%	-34%	5%	?	34%[activator]	-1%	-31%	-27
6) N#Cc1c(N)n(CCOC(=O)c2cccc([N+](=O)[O-])c2)c2nc3ccccc3nc12
    32%	-4%	-10%	-3%	14%[59 µM]	2%	6%	-4%	-1
7) CS(=O)(=O)N1CCN(C2Cc3ccccc3C2)CC1
    6%	2%	-4%	nt	-2%	3%	-7%	-3%	-4
8) Cc1cnc(CN(C)C(=O)c2ccc3oc(Cc4ccc(Cl)cc4)nc3c2)[nH]1
    9%	-14%	-29%[57.1 µM]	-4%	?	-2%	0%	-27%	9
9) COc1ccccc1CNC(=O)c1cccc(S(=O)(=O)N(C)c2ccccc2)c1
    36%	6%	12%	0%	-14%[59 µM]	-2%	-2%	-6%	6
10) COC(=O)c1ccc(-c2ccc(OC)c([C@H]3[C@H]4C=CC[C@@H](C)[C@@H]4C(=O)N3Cc3ccccc3)c2)cc1
    9%	0%	-6%	8%	22%[12.7 µM]	-3%	0%	-19%	-7
11) CCS(=O)(=O)c1ccc2c(c1)NC(=O)C(CCO)O2 (stereo unspecified)
    20%	-6%	-3%	8%	-23%	-4%	0%	-17%	-4
12) CS(=O)(=O)c1ccc(C(=O)NC2CCCCC2)cc1
    24%	2%	-1%	-1%	15%	-3%	-2%	-2%	-2
13) CCOCCn1c(COc2ccc(C)cc2)nc2ccccc21
    60%[activator]	3%	-4%	nt	32%	1%	-3%	3%	-1
14) Cn1c(/C=C/c2ccc(Br)cc2)nc2ccccc2c1=O
    67%[activator]	-9%	-22%	10%	-7%	0%	nt	-1%	4
15) COc1ccc(NCc2nnc(SCC(=O)Nc3ccccc3OC)o2)cc1
    10%	2%	-29%	5%	23%[12.7 µM]	?	-1%	-31%	2
16) NC(=O)C1CCN(CC(=O)Nc2ccccc2N2CCOCC2)CC1
    28%	7%	1%	-3%	9%	-8%	-3%	-10%	3
17) CC(C)(C)S(=O)N1Cc2cc(CO)cc(CCO)c2[C@H]1CCO (stereo partly specified)
    46%[activator]	-1%	nt	-8%	nt	-1%	1%	-1%	-2
18) COc1ccc(-n2c(Cc3cccn3C)nnc2SCC(=O)Nc2ccc3c(c2)OCCO3)cc1
    -19%	2%	?	-7%	50µM*	-5%	-1%	-32%	-2
19) Cc1c(C2=CCN(S(=O)(=O)c3ccc(Br)cc3)CC2)c2ccccc2n1CC(=O)N1CCCC1
    32%	-5%	-11%	2%	-6%[59 µM]	5%	5%	-14%	-1
20) CC(=O)Nc1cc(C)c2nc(NC(C)=O)sc2c1
    22%	-5%	-29%	3%	14%	-2%	-4%	9%	2
21) Nc1ccc(-n2ccnc2)cc1
    12%	13%	-12%	-3%	-11%[59 µM]	-6%	1%	-6%	2
22) O=C(Oc1ccc(/C=N/Nc2ccccc2)cc1)c1ccccc1
    16%	3%	-11%	2%	-5%[0.0925 µM]	-3%	-1%	2%[57.1 µM]	1
23) CCN(CC(=O)NC(=O)NCc1ccco1)Cc1ccccc1
    -15%	1%	-31%	8%	?	1%	-7%	-29%	-2
24) CCCn1c(CN(C)Cc2ccccc2)nc2c1c(=O)n(C)c(=O)n2C
    31%	-1%	-4%	-1%	-6%[59 µM]	-5%	-7%	-8%[57.1 µM]	-4
25) Nc1cc(=O)[nH]c(SCCSc2ccccc2F)n1
    -2%	3%	-15%	-4%	-3%	-7%	3%	-18%	-4
26) Cc1ccc(S(=O)(=O)N2CCOCC2)cc1NC(=O)Nc1ccc([N+](=O)[O-])cc1
    -5%	4%	nt	-5%	nt	-4%	7%	-24%	5
27) N#CCCN(Cc1ccccc1)C(=S)Nc1ccc(F)cc1
    32%	-5%	-12%	-11%	13%	-10%	i	-6%	-2
28) Cn1nc(C(=O)NC2CCCCC2)c2c1-c1ccccc1S(=O)(=O)C2
    73%[activator]	5%	-6%	-8%	nt	7%	5%	-7%	4
29) COc1ccc(COC(=O)C2=C(C)NC(=O)CC2c2cccc(Cl)c2Cl)cc1 (stereo unspecified)
    36%[activator]	6%	5%	1%	10%[59 µM]	-9%	-4%	-1%	1
30) Cc1ccccc1/C=C/C(=O)NCC(=O)N1CCC(N(C)C2CCCCC2C)CC1 (stereo unspecified)
    2%	7%	15%	-1%	-11%	1%	-9%	1%	-4

# One compound at a time (already shown). Order of values: HP1b binding inh	GLS inh	BAZ2B block	ERG-DNA inh	G9a inh	Pin1 inh	PGK inhibitor	JMJD2A Tudor	PI4K2A block
# Results for CCS(=O)(=O)c1ccc2c(c1)NC(=O)C(CCO)O2 (stereo unspecified) → 20%	-6%	-3%	8%	-23%	-4%	0%	-17%	-4
# Results for Cn1nc(C(=O)NC2CCCCC2)c2c1-c1ccccc1S(=O)(=O)C2 → 73%[activator]	5%	-6%	-8%	nt	7%	5%	-7%	4
# Results for Cc1ccccc1/C=C/C(=O)NCC(=O)N1CCC(N(C)C2CCCCC2C)CC1 (stereo unspecified) → 2%	7%	15%	-1%	-11%	1%	-9%	1%	-4
# Results for CCOCCn1c(COc2ccc(C)cc2)nc2ccccc21 → 60%[activator]	3%	-4%	nt	32%	1%	-3%	3%	-1
# Results for CS(=O)(=O)c1ccc(C(=O)NC2CCCCC2)cc1 → 24%	2%	-1%	-1%	15%	-3%	-2%	-2%	-2

# Going on with the list:
# Sequence of screens – HP1b binding inh	GLS inh	BAZ2B block	ERG-DNA inh	G9a inh	Pin1 inh	PGK inhibitor	JMJD2A Tudor	PI4K2A block
31) COc1ccc(N=Cc2nc(-c3ccco3)oc2O)cc1
    24%	-3%	-5%	2%	?	-2%	i	-15%	7
32) CCOC(=O)N1CCN(S(=O)(=O)c2cccc3nsnc23)CC1
    -4%	3%	11%	0%	-49%[59 µM]	-1%	-4%	-15%	-7
33) CC(C)[C@H](NS(=O)(=O)c1ccccc1)C(=O)OCC(=O)NC(=O)c1cccn1C
    5%	14%	-2%	-6%	?	6%	2%	4%	-8
34) Cc1cc(Br)c2nc3c(c(C(=O)O)c2c1)CCCCC3
    9%	-2%	1%	1%	?	-4%	2%	-2%	2
35) CN(C)CC1CCC/C(=C\c2ccc(OC(=O)c3ccc(Cl)cc3)cc2)C1=O (stereo unspecified)
    26%	7%	nt	-4%	nt	-5%	-4%	-15%	10
36) CC(C)(C)c1ccccc1NC(=S)NCc1ccccc1
    8%	5%	0%	-7%	8%[59 µM]	4%	-1%	-12%	-3
37) S=C(NCCN1CCOCC1)Nc1ccc(-c2nc3ccccc3[nH]2)cc1
    8%	25%	-26%	11%	45µM*	2%	0%	-18%	-2
38) CCCCNC(=O)N1CCCN(c2ccc(C#N)cn2)CC1
    62%[activator]	3%	2%	-8%	-11%	5%	1%	9%	-2
39) CC(C)(C)c1nc2c(s1)CCc1onc(-c3ccc(Br)cc3)c1-2
    49%[activator]	0%	nt	-8%	nt	-7%	-1%	-7%	1
40) O=C(Nc1cc(=O)[nH]c(=O)[nH]1)c1cc(Cl)ccc1Cl
    26%	0%	-3%	-6%	13%[59 µM]	1%	-2%	-11%	-4
41) Nc1nc(SCC(=O)NCCO)nc2sc3c(c12)CCCC3
    -7%	8%	-14%	11%	18%	-3%	i	-17%[11.4 µM]	0
42) CCn1c(=O)c(C(=O)NCCNCCO)c(O)c2ccccc21
    15%	6%	?	1%	?	1%	0%	?	-2
43) O=C(CSc1nnc(CNC(=O)c2ccc(F)cc2)o1)NCC1CCCO1 (stereo unspecified)
    31%	11%	-4%	-11%	nt	0%	-2%	0%	-1
44) CC1CCCCC1NC(=O)COC(=O)c1ccc2c(c1)OCCO2 (stereo unspecified)
    49%[activator]	12%	-4%	1%	7%[59 µM]	-5%	0%	-13%	-3
45) Cc1ccc(-c2nnc(SCC(=O)N/N=C/c3ccc(C)s3)n2-c2ccccc2)cc1
    21%	-23%	-31%	2%	9%[59 µM]	12%	-5%	?	6
46) CCCCn1c(SCC(=O)NC(C)CC)nc2ccc(N3CCOCC3)cc2c1=O (stereo unspecified)
    43%[activator]	-15%	-7%	-2%	?	-2%	i	1%	7
47) Cc1cc(=O)[nH]c(NN=C(CC(C)C)CC(C)C)n1
    -1%	21%	11%	-2%	?	?	-7%	?	-5
